OXTR potentiate = potentiators of human oxytocin receptor; P30559; CHO-OTR cells, Fluo-8 calcium fluorescence, potentiator mode; 0% = oxytocin EC15, 100% = EC100; activation, % at 3 µM; 320,000 tested, 0.061% active;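 active = activation above that plate's cutoff, the mean activation of tested compounds plus 3 SD, cut at about 6.6% in these data, passing the limit was not always enough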;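 also: 100% uses oxytocin at 75 nM as the full agonist control; some results filed as inactive read as strong as hits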
Target sequence (P30559 whole entry, looked up): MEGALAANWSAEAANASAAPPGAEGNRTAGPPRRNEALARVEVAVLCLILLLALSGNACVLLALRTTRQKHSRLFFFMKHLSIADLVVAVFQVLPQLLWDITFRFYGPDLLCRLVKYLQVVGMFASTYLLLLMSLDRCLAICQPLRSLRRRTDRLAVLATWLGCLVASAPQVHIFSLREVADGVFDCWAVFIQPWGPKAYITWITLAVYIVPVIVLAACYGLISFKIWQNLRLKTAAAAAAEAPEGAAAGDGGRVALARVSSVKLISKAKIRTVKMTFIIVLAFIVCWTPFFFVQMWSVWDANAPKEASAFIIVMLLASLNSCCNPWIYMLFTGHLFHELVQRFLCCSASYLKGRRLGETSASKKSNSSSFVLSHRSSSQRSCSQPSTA
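Material: CHO-OTR cells, human receptor; compound dosing: single dose, 3.0 µM nominal final compound concentration; schedule: 6 min compound pre-incubation at room temperature, 100 s kinetic read; measured by: kinetic Fluo-8 calcium fluorescence; read-out basis: % activation vs EC15 and EC100 oxytocin; controls: EC15 oxytocin alone as 0%, 75 nM oxytocin as 100%; replicates: singlicate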
M1 antag = antagonists of human M1 muscarinic receptor; AID 588852; inhibition, % at 3 µM; CHO-K1 hM1, Fluo-8 calcium fluorescence, ACh EC80 antagonist; 360,000 tested, 1.3% active;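 active = percent inhibition above its own plate's cutoff, namely the mean of that plate's compound wells plus 3 SD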;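 also: peak over basal fluorescence ratio during 140 s after agonist addition; 0% = ACh EC80 plus DMSO and 100% = DMSO alone without agonist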
Target sequence (P11229 whole entry, looked up): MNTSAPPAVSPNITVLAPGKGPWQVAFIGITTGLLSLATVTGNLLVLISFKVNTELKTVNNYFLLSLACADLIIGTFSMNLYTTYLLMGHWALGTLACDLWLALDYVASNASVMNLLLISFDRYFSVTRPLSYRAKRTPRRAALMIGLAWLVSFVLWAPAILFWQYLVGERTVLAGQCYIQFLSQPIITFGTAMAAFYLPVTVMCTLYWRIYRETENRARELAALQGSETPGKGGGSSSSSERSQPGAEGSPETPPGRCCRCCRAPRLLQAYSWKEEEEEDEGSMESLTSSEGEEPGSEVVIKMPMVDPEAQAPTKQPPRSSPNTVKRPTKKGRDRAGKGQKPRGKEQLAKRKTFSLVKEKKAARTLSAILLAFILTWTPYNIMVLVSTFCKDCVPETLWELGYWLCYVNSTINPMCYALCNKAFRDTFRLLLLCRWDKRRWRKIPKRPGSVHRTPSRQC
TAAR1 antag = antagonists of human TAAR1; 360,000 tested, 1.5% active; AID 624466; inhibition, % at 3 µM; CHO RD-HGA16 TAAR1, Fluo-8 calcium fluorescence, antagonist;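 active = inhibition above a per-plate cutoff, the mean inhibition of test compounds on that plate plus 3 SD, cut at about 49% in these data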;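 also: 0% = DMSO plus EC80 beta-PEA response and 100% = DMSO alone without agonist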
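System: RD-HGA16 CHO cells with stable hTAAR1 and Gα16 | Probe or stimulus: EC80 β-phenethylamine stimulus | Dosing: 3 µM, single point | Times: Dye loading 75 min at 37 °C, then 30 min room temperature | Measured by: Fluo-8 calcium-sensitive fluorescence | Read-out basis: % inhibition of agonist calcium response | Replicates: n of 1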
CHO-K1 Ca ag = nonselective activator or artifact in parental CHO-K1 cells; Fluo-8 calcium fluorescence; scaled to maximal ATP response, vehicle zero; activation, % at 3 µM; 360,000 tested, 0.48% active; in the data active = activation above about 15%;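 also: untransfected CHO-K1 host cells lacking M1 receptor as counterscreen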
CHO-K1 Ca antag = counter-screen for M1 antagonists: effect in parental CHO-K1 cells. ATP-induced calcium, Fluo-8 fluorescence. inhibition, % at 3 µM. 360,000 tested, 0.6% active;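 active = inhibition above a per-plate cutoff, the plate's mean sample inhibition plus 3 SD, cut at about 24% in these data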;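 also: 0% = DMSO plus EC80 ATP and 100% = DMSO alone without ATP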
CHO parental Ca = signal in parental CHO cells, OX1R antagonist counter-screen; parental CHO-K1, ATP-induced calcium, Fluo-8 fluorescence; inhibition, % at 5.6 µM; 330,000 tested, 0.63% active;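 active = inhibition above that plate's mean sample inhibition plus 3 SD, cut at about 26% in these data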;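 also: 0% = ATP-challenged DMSO wells and 100% = DMSO wells without ATP; some compounds past the cut are filed as inactive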
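Test system: untransfected parental CHO cell line. Compound: one dose, 5.6 µM nominal. Detection: intracellular calcium via Fluo-8 no-wash fluorescent dye. Measure: % inhibition. Benchmarks: ATP-challenged DMSO wells low, unchallenged DMSO wells high.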
TAAR1 ag = agonists of human TAAR1; Q96RJ0; 360,000 tested, 0.99% active; CHO RD-HGA16 TAAR1, Fluo-8 calcium fluorescence; vehicle wells 0%, saturating PEA agonist 100%; activation, % at 3 µM;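 active = activation above the mean activation of all test compounds in the run plus 3 SD, cut at about 38% in these data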
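test system = CHO RD-HGA16 cells carrying human TAAR1 plus Gα16 | schedule = 17-24 h seeding, 75 min 37 °C dye, 30 min RT | compound dosing = 3 µM single concentration | control set = DMSO and PEA EC100 | replicates = n 1 | signal = Fluo-8 fluorescence, 5 s baseline then 140 s kinetic read | measure = percent activation vs PEA EC100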
M1 PAM parental = nonselective activator or artifact in parental CHO-K1 calcium assay | ATP EC20, Fluo-8 calcium fluorescence; 0% at ATP EC20, 100% at ATP max | activation, % at 3 µM | 360,000 tested, 0.02% active;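 active = activation above the run cutoff, the mean activation of all test compounds plus 3 SD, cut at about 40% in these data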;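 also: peak over basal fluorescence ratio in a 140 s read after ATP addition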
CHRM1 agonist = human M1 muscarinic receptor agonism; CHO-K1 hM1, Fluo-8 calcium fluorescence, agonist mode; 0% DMSO, 100% acetylcholine EC100; activation, % at 3 µM; 360,000 tested, 0.33% active;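 active = activation above the run's mean compound activation plus 3 SD, cut at about 16% in these data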;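 also: peak over basal fluorescence ratio within a 140 s kinetic read after compound addition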
* hit, by the source's call; x = no result given.

SMILES	OXTR potentiate	M1 antag	TAAR1 antag	CHO-K1 Ca ag	CHO-K1 Ca antag	CHO parental Ca	TAAR1 ag	M1 PAM parental	CHRM1 agonist
CCn1c(SCC(=O)NC2CC2)nnc1-c1ccncc1	1	-21	-21	0.3	0	-8	2	-18	1
O=C(CC(C(=O)N1CCc2ccccc21)n1ccnc1)NCC1CCCO1 (stereo not drawn)	0	-12	-8	0.6	-14	0	6	12	-4
CC1CCCC(NC(=O)COC(=O)/C=C/c2ccc3c(c2)OCO3)C1C (stereo not drawn)	-7	-4	2	3.2	-15	-1	1	31	-3
O=C(NC1CCCc2ccccc21)c1cccc(Br)c1 (stereo not drawn)	-3	-11	-6	-0.3	-11	-25	6	15	-14
COc1ccc(Cl)cc1CN1CCOCC1	1	-5	4	0.4	-1	-5	0	-2	0
CCn1c(/C=C/c2ccc(F)cc2)nc2ccccc2c1=O	-12	5	14	1.2	9	-24	3	-17	-3
O=S(=O)(/N=C(/Nc1ccc(F)c(F)c1F)c1ccccc1)c1ccccc1	-7	5	2	0.1	-6	-12	-4	3	-7
CC(C)(C)c1ccc(CNc2ccc([N+](=O)[O-])cn2)cc1	-8	3	68*	0.0	14	5	1	-14	-12
O=C(CCNS(=O)(=O)c1ccc2ccccc2c1)NCCOc1ccccc1	x	-1	-8	2.8	-2	x	0	22	1
O=C(CSCc1ccccc1)NNC(=S)Nc1cccc(Cl)c1Cl	-31	7	2	5.4	9	-12	3	-5	1
COCc1nnc(NC(=O)CSc2ccccc2)s1	-4	-1	5	0.3	-12	-11	15	20	-7
C=CCN(c1ccccc1)S(=O)(=O)c1cccc(C(=O)NCC2CCCO2)c1 (stereo not drawn)	-1	1	2	0.4	-1	-13	-1	1	-3
CCN(CC)S(=O)(=O)c1ccc2c(c1)nc(SCc1nc3ccsc3c(=O)[nH]1)n2CC	3	-3	0	2.6	7	-20	11	-5	-2
Cc1nnnn1CC(=O)Nc1cccc([N+](=O)[O-])c1	0	-6	3	0.7	-10	8	0	3	-4
CCOc1ccc2[nH]c(=O)c(C(c3nnnn3CC3CCCO3)N3CCc4ccccc4C3)cc2c1 (stereo not drawn)	-1	0	10	1.5	-3	-18	15	7	-4
COCCCNC(=O)Cn1nc(-c2ccccc2OC)ccc1=O	-6	-6	-5	-0.1	-6	-2	2	12	-2
COCCCNC(=O)c1cc(S(=O)(=O)N2CCOCC2)ccc1SCc1cccc(OC)c1OC	-5	-7	-3	9.6	-2	2	0	15	4
COc1ccc(NC(=O)NCc2ccccn2)c(OC)c1	-1	-14	-2	-0.1	7	2	3	-19	-3
N#Cc1cc(-c2ccccc2)nc(Oc2ccccc2)n1	2	-3	10	1.1	2	-19	-1	18	-12
CC(C)(OC(=O)c1ccc(C(F)(F)F)cc1)c1cc2ccccc2c(=O)o1	-2	-1	17	0.1	-24	-25	11	15	-8

Entries of single compounds, looked up by structure. Screens in order: OXTR potentiate	M1 antag	TAAR1 antag	CHO-K1 Ca ag	CHO-K1 Ca antag	CHO parental Ca	TAAR1 ag	M1 PAM parental	CHRM1 agonist
`CCN(CC)S(=O)(=O)c1ccc2c(c1)nc(SCc1nc3ccsc3c(=O)[nH]1)n2CC` across the screens: 3	-3	0	2.6	7	-20	11	-5	-2
`COc1ccc(Cl)cc1CN1CCOCC1` across the screens: 1	-5	4	0.4	-1	-5	0	-2	0

Following part.
SMILES	OXTR potentiate	M1 antag	TAAR1 antag	CHO-K1 Ca ag	CHO-K1 Ca antag	CHO parental Ca	TAAR1 ag	M1 PAM parental	CHRM1 agonist
CCn1c(SCC(=O)Nc2ccc(C(C)=O)cc2)nc2nc3c(cc2c1=O)CCCC3	-1	-11	-1	10	-10	-23	10	20	-10
COc1ccc(C(=O)CNc2ccccc2C#N)cc1	-5	-5	-22	0.5	4	-19	9	-9	-6
O=C1[C@@H]2[C@@H]3C[C@@H]([C@H]4ON=C(c5ccc(Cl)cc5)[C@@H]34)[C@@H]2C(=O)N1C1CCCCC1	7	0	-1	0.6	-12	-27	0	24	-7
Cc1cc(OCC(=O)OCC(=O)NC2CCS(=O)(=O)C2)ccc1Cl (stereo not drawn)	x	-13	-1	0.9	-25	x	2	21	2
CCCCc1cc(=O)oc2cc(C)cc(OCC(=O)NC(Cc3ccc(Cl)cc3)C(=O)O)c12 (stereo not drawn)	-2	-14	-26	-0.2	-2	-12	0	16	-3
CN(C(=O)c1cccc(NC(=O)Cc2cccc(NC(=O)C3CCCN(C(=O)CCc4ccccc4)C3)c2)c1)C1CCC1 (stereo not drawn)	x	15	-1	-0.3	10	x	-2	6	-8
CC(C)c1ccc2nc3sc(C(=O)N4CCc5ccccc5C4)c(N)c3cc2c1	-1	-2	20	0.2	-21	-12	83*	20	-5
Cc1c(Br)c([N+](=O)[O-])nn1CC(=O)Nc1sc2c(c1C(=O)OC(C)C)CCCC2	-13	-6	-3	0.3	-6	-13	4	11	-3
Cc1ccc2c(CN3CCN(Cc4ccccc4)CC3)cc(=O)oc2c1C	-7	6	4	3.2	-14	-21	4	-7	-11
C#CC(=O)N(c1ccc(OC)cc1OC)C(C(=O)NC1CCCC1)c1cccs1 (stereo not drawn)	-3	-2	-9	-0.5	-2	-9	10	11	-10
COc1ccc(-c2nnn(CC(=O)NCc3ccccc3)n2)cc1OC	-9	-5	-7	2.9	7	-11	1	2	2
CCN(C1CCCCC1)S(=O)(=O)c1cn(C)c(=O)n(C)c1=O	-4	-11	-21	0.2	3	-6	0	14	-2
O=c1[nH]c(CSc2ccccn2)nc2c1cnn2-c1ccccc1	-7	-8	-13	6.0	-2	-18	4	8	8
O=Cc1cc2ccccc2nc1SCc1ccc(Cl)cc1	0	-1	10	-0.1	7	4	2	-9	-2
Cc1cccc(C)c1NC(=O)CN(C)CC(=O)N(C)CC(=O)Nc1ccccc1Br	4	-5	-2	0.3	-8	-3	17	6	-2
CC(=O)Nc1ccc(/C=N\NC(=O)CNS(=O)(=O)c2ccc([N+](=O)[O-])cc2)cc1	-10	-2	11	0.6	6	-1	0	1	-3
COCCCN1CCN(C2Cc3ccccc3Sc3ccc(Cl)cc32)CC1 (stereo not drawn)	-2	47*	6	7.5	0	-15	11	21	-6
Cc1ccc(-n2nc(C(=O)O)cc2-c2ccccc2Cl)cc1	3	-6	-2	0.9	-17	-7	0	-11	-7
O=C(Nc1cc(C2CC2)nn1-c1ccccc1)c1ccc(F)cc1	-7	-3	3	-0.1	3	-5	2	-16	-4
CCc1c(C)nc2ccc(Br)cc2c1Cl	-6	9	23	1.7	12	-17	10	4	-1

The list goes on:
SMILES	OXTR potentiate	M1 antag	TAAR1 antag	CHO-K1 Ca ag	CHO-K1 Ca antag	CHO parental Ca	TAAR1 ag	M1 PAM parental	CHRM1 agonist
CSc1nc(N)c2cn[nH]c2n1	x	-13	1	0.7	-7	x	1	8	2
CCCCCCCn1c(=N)n(CC(O)c2ccco2)c2ccccc21 (stereo not drawn)	1	3	-13	2.0	-7	-11	13	5	-8
O=C(CS(=O)(=O)c1ccccc1)Nc1nc(-c2ccccc2)cs1	-21	1	21	3.2	-12	19	12	10	-2
CC(C)C(=O)Nc1ccc(Sc2ccc(F)cc2)cc1	-7	10	24	1.9	8	-5	5	8	-2
Cc1occc1-c1nnc(SCc2nnc(-c3ccc(Cl)cc3)o2)n1C	-10	-8	20	0.0	5	-19	0	16	-6
Cc1[nH]c2nc3ccccc3n2c(=O)c1CCC(C)C	-12	-8	x	0.8	-17	2	x	18	-1
CCCCCCCCCCCCCCCC[N+](C)(C)CCl	x	43*	63*	0.1	-13	x	1	18	-7
CC(=O)NCC1CCCN(Cc2cn(-c3ccccc3F)nc2-c2cc(C)sc2C)C1 (stereo not drawn)	-13	-9	-30	0.3	-16	-26	2	21	-2
CCn1c(COc2ccccc2)nnc1SCC(=O)NC1CC1	1	-19	-20	0.2	0	-7	2	-19	0
CC(=O)Nc1ccc(NS(=O)(=O)c2ccc(Cl)s2)cc1	-4	-5	4	1.2	-10	-2	2	11	0
COC(=O)CCN(C(=O)c1ccc([N+](=O)[O-])cc1)c1ccccn1	-8	-12	-22	0.7	-9	-35	11	-2	-7
O=C(c1ccc([N+](=O)[O-])cc1)N1CCSC1c1cccc(Cl)c1 (stereo not drawn)	-7	20	7	0.6	-2	-23	2	16	-13
COc1ccc(CSc2nnnn2-c2ccc(C(=O)O)cc2)cc1	-12	-5	2	0.3	5	5	-1	-7	-5
O=C(Nc1ccc(OC(F)F)cc1)c1cc[n+]([O-])cc1	1	5	-27	0.3	-1	-8	3	-2	-2
CCCc1nnc(NC(=O)CN2CCN(C)CC2)s1	-9	0	-16	0.5	-2	-6	8	2	-2
O=C(Cn1nnc(-c2ccccc2-n2cnnn2)n1)N1CCCCC1	-8	-9	14	0.7	-10	-6	6	27	0
COC(=O)c1ccc(NC(=O)c2ccc(C)cc2)o1	-7	2	3	0.5	-10	1	10	6	-2
CSc1ccc(CN2CCC(N3CCC(C(=O)NC4CC4)CC3)CC2)cc1	x	-8	-28	0.5	-12	x	2	13	-5
O=C(NCc1ccccc1)C1=C[C@@H](c2csc3ccccc23)C[C@@H](OCCCCO)O1	-9	x	15	x	x	-2	14	x	x
CCCCn1c(N)c(N(CC(C)C)C(=O)C2CCN(S(=O)(=O)c3ccc(C)cc3)CC2)c(=O)[nH]c1=O	-6	-9	-2	0.9	-10	6	2	8	-4

Continuation:
SMILES	OXTR potentiate	M1 antag	TAAR1 antag	CHO-K1 Ca ag	CHO-K1 Ca antag	CHO parental Ca	TAAR1 ag	M1 PAM parental	CHRM1 agonist
O=C(NCc1nc2ccccc2[nH]1)c1cc2ccccc2oc1=O	-1	-14	-25	0.6	-7	-16	4	11	-5
CCCCn1c(N)c(N(CCOC)C(=O)CCN2C(=O)C3CC=CCC3C2=O)c(=O)[nH]c1=O (stereo not drawn)	x	0	-8	-0.1	-11	x	2	-1	-2
Cc1cccc(C(=O)NCC(=O)N2CCN(S(=O)(=O)c3ccccc3)CC2)c1	9	-5	-19	3.4	-6	-10	3	27	-3
O=S(=O)(CCN(CCS(=O)(=O)C(F)(F)F)CC1CCCO1)C(F)(F)F (stereo not drawn)	-7	-6	-13	0.6	-6	-10	5	16	-4
O=C1CC(C(=O)Nc2cccc(F)c2)n2ncnc2N1 (stereo not drawn)	-5	6	-12	0.0	8	1	2	-2	-4
CNC(=O)c1nn(-c2ccc(C)cc2)ccc1=O	-6	-1	2	-0.7	-8	3	-1	18	-5
O=C(NC(=S)Nc1cccc2ncccc12)c1ccco1	-4	-3	16	0.7	-18	-7	2	18	-5
